From PubChem
Growth percent in the NCI-60 one-dose screen (48 h, 10 µM unless noted): 100 = growth as untreated, 0 = no growth, -100 = all killed.
SK-MEL-5 – SK-MEL-5 melanoma. hit rate 6.4% among 80,000. AID 1794755
HS 578T – HS 578T breast cancer | hit rate 4.1% among 78,000 | AID 1794788
LOX IMVI – LOX IMVI melanoma; hit rate 7.4% among 79,000
T-47D – T-47D breast cancer. hit rate 5% among 79,000. AID 1794792
MALME-3M – MALME-3M melanoma; AID 1794766; hit rate 5.8% among 78,000
SK-MEL-28 – SK-MEL-28 melanoma | hit rate 4.1% among 81,000
UACC-257 – UACC-257 melanoma. hit rate 4.4% among 78,000. AID 1794764
SK-MEL-2 – SK-MEL-2 melanoma. hit rate 4.7% among 77,000
Numbers without * were called inactive; · = no result given; & = joins results of further samples. The calls were made as follows: active = growth percent below 10; inactive = the rest. The order is random; about 11% have a hit in one of these screens.

Under each structure: SK-MEL-5	HS 578T	LOX IMVI	T-47D	MALME-3M	SK-MEL-28	UACC-257	SK-MEL-2
N=C(N)c1ccc(N=NNc2ccc(C(=N)N)cc2)cc1 (tested in a mixture with another compound)
  50	92	103	91	73	80	107	·
CC1=C2[C@@H](CC1)[C@]1(C)O[C@@](C(C)C)(C[C@H]1O)[C@H]2OC(=O)CCCc1ccccc1
  68	64	53	37	72	103	97	89
CCCOC(=O)C1CCCCC1C(=O)OCCC (stereo not given)
  103	106	102	94	101	112	113	111
O=C1CC(c2nc3ccccc3[nH]2)CN1c1ccccc1 (stereo not given)
  93	96	92	96	98	125	95	·
CC(=O)CCNC1CCCCC1
  102	102	99	89	107	115	103	109
O=C1CSC(c2cc3ccccc3[nH]c2=O)N1Cc1ccccc1 (stereo not given)
  102	119	99	91	94	117	105	115
COc1cc(-c2c(C#N)nnn2-c2cc(OC)c(OC)c(OC)c2)cc(OC)c1OC
  98	107	98	94	92	97	91	107
Clc1cc(Cl)cc(N2N=C(c3cccc(Nc4ccncc4)c3)CC2c2ccc3c(c2)OCO3)c1 (stereo not given)
  59	51	-84*	63	-40*	-82*	51	82
COc1ccc(C(=N)c2ccc(N(C)C)cc2)cc1
  86	79	80	88	97	80	82	84
CCOC(=O)c1sc(NCC(=O)Nc2cccc(Cl)c2)c(C(=O)OCC)c1C
  87	98	91	91	107	106	111	99
COc1ccccc1/C=C1\Oc2ccc(O)c(O)c2C1=O
  99	88	83	86	102	94	101	102
N#Cc1nc(-c2ccc(F)cc2)oc1S(=O)(=O)N1CCCCC1
  89	96	1.7*	3.0*	43	102	91	81
CC(C)(C)n1cc(-c2ccnc(NCCCNS(=O)(=O)c3cccc(F)c3)c2)c(-c2cccc(F)c2)n1
  66	94	51	41	97	97	93	102
COC(=O)c1ccc2c(c1)n(Cc1ccc3ccccc3c1)c[n+]2Cc1ccc2ccccc2c1
  4.2*	68	24	0.1*	-4.4*	22	42	5.6*
CS(=O)(=O)NCCNc1cc(-c2ccc(C(F)(F)F)cc2)c(C#N)c2nc3ccccc3n12
  52	70	22	91	107	82	105	94
NC(N)=Nc1ccc(Oc2cccc(Oc3ccc(Cl)c(C(F)(F)F)c3)c2)cn1
  14	80	-89*	8.9*	·	-29*	-56*	-36*
CSC1=NC(c2cccc([N+](=O)[O-])c2)C(C(C)=O)=C(C)N1 (stereo not given)
  103	105	95	108	103	111	104	114
O=C1OC(c2ccc(O)cc2)(c2ccc(O)cc2)c2ccccc21
  99&97	85&121	85&104	110	93&98	101&112	110&106	102&96
O=C(Nc1ccc(SC(F)(F)F)cc1)Nc1ccc(Cl)c(Cl)c1
  86	96	95	69	106	102	100	88
COc1ccc(Cn2cncc2-c2c[nH]c3cc(F)ccc23)cc1
  87	79	89	73	96	96	96	95

Other entries follow:
Under each structure: SK-MEL-5	HS 578T	LOX IMVI	T-47D	MALME-3M	SK-MEL-28	UACC-257	SK-MEL-2
O=C(NCn1c(=O)[nH]c2ccccc2c1=O)Nc1ccccc1
  98	104	95	88	94	104	102	107
Nc1ccc2c(c1)Cc1cc(NC(=O)C(F)(F)F)ccc1-2
  98	119	102	82	108	102	104	99
O=C(O)CCCc1cn(Cc2cn(CC(=O)Nc3cc(Cl)c(Cl)cc3Cl)nn2)c2ccccc12
  96	98	100	94	100	101	113	100
BrC1(Br)CC1c1ccccc1 (stereo not given)
  94	88	107	111	·	116	101	105
COc1ccc(/C=C/c2c(C(=O)/C=C/c3ccc(F)cc3)c(C)nc3ccccc23)cc1
  63	70	20	31	84	55	67	81
O=C(c1ccncc1)N1N=C(c2ccc(Cl)cc2)C[C@H]1c1cn(-c2ccccc2)nc1-c1ccccc1
  91	87	80	88	108	96	90	110
C#CCOc1ccc(/C=N/Nc2nc(-c3cc4cc(Br)ccc4oc3=O)cs2)cc1OC
  87	87	50	51	59	78	86	105
COc1cccc(OC)c1[N+](=O)[O-]
  99	93	105	107	90	96	107	114
CCOC(=O)C1=C(C)NC(=O)NC1c1c(Cl)n(CCCl)c2ccccc12 (stereo not given)
  102	93	93	101	94	108	93	106
FC(F)(F)c1ccc(-c2cnc(Br)nc2NC2CCCCCC2)cc1
  18	53	40	19	-42*	36	-1.2*	13
Cc1ccc(S(=O)(=O)OCCCCl)cc1
  99	112	97	·	102	114	90	98
COc1cc(CNc2nnc(C)c(C)n2)ccc1O
  94	99	97	101	99	107	89	107
CC(=O)NC1=NC(=O)/C(=C/c2ccc3c(c2)OCO3)N1C
  85	92	100	74	·	96	77	92
COc1cc(-c2nnc(SCC(=O)N3CCN(c4cc5c(cc4F)c(=O)c(C(=O)O)cn5C4CC4)CC3)o2)cc(OC)c1OC
  95	105	81	42	103	103	94	94
O=C(CN1C(=O)NC2NC(=O)NC21)N/N=C/c1ccccc1[N+](=O)[O-] (stereo not given)
  99	107	102	104	107	107	116	114
CCOC(=O)c1c(N2CCN(C)CC2)[nH]c(=O)c(C=Nc2cc(Cl)cc(Cl)c2)c1O
  104	125	93	100	109	91	108	92
CCCCC1C(=O)N=C2C=CC=CN2C1=O (stereo not given)
  100	98	109	97	91	109	95	96
Cc1ccc(C)c(/C=C2\CN(C(=O)OC(C)(C)C)C/C(=C\c3cc(C)ccc3C)C2=O)c1
  45	44	0.9*	61	68	41	59	82
C/C(Cc1ccc(Cl)cc1)=C(\c1ccc(OCCN2CCOCC2)cc1)c1ccc(OC(=O)c2ccccc2)cc1
  92	86	81	72	106	107	78	86
COc1ccc(-c2nc(SCC(C)C)nc(N/N=C(/C)c3ccc(Br)cc3)c2C#N)cc1
  89	84	82	60	103	101	109	96

Next part (4 carried over from the part before).
Under each structure: SK-MEL-5	HS 578T	LOX IMVI	T-47D	MALME-3M	SK-MEL-28	UACC-257	SK-MEL-2
CCCCC1C(=O)N=C2C=CC=CN2C1=O (stereo not given)
  100	98	109	97	91	109	95	96
Cc1ccc(C)c(/C=C2\CN(C(=O)OC(C)(C)C)C/C(=C\c3cc(C)ccc3C)C2=O)c1
  45	44	0.9*	61	68	41	59	82
C/C(Cc1ccc(Cl)cc1)=C(\c1ccc(OCCN2CCOCC2)cc1)c1ccc(OC(=O)c2ccccc2)cc1
  92	86	81	72	106	107	78	86
COc1ccc(-c2nc(SCC(C)C)nc(N/N=C(/C)c3ccc(Br)cc3)c2C#N)cc1
  89	84	82	60	103	101	109	96
Cc1ccc(S(=O)(=O)NC(CCC(N)=O)C(=O)O)cc1 (stereo not given)
  101	114	94	88	91	111	86	·
C=CCn1c(C)nc2cc(Nc3nc(Nc4ccc5nc(C)n(CC=C)c5c4)c4ccccc4n3)ccc21
  -95*	-48*	-83*	-60*	-68*	-88*	-80*	-84*
OC[C@H]1O[C@@H](O[C@H]2[C@H](O)[C@@H](O)[C@@H](O)O[C@@H]2CO)[C@H](O)[C@@H](O)[C@H]1O
  109	108	102	129	114	110	111	112
CC(=O)OCCCCCC[n+]1ccc(SCC(=O)n2ccc3ccccc32)c2ccccc21
  99	105	113	91	95	109	108	119
C=CCC(O)CC=C
  97	103	97	100	113	99	93	104
O=C(Nc1cccc2cccnc12)c1ccc(N2C(=O)CCS2(=O)=O)cc1
  99	108	100	73	105	109	·	116
CCC1(c2ccccc2)C(=O)Nc2cccc(Br)c21 (stereo not given)
  99	96	97	103	138	101	91	99
Oc1ccc(N=Nc2ccc(Br)cc2)c(O)c1
  11	10	52	28	36	51	21	-5.4*
O=C(Nc1nccs1)c1ccc(N=Cc2c(O)[nH]c3ccccc23)cc1
  99	94	101	96	101	110	104	103
CC12CCCC=C1NC(Br)=C(C#N)C2(C#N)C#N (stereo not given)
  96	94	90	78	120	91	97	108
COc1ccc(NC(=O)Nc2ccccc2CNc2nc(Nc3ccc(OCCN4CCCC4)cc3)ncc2Cl)cc1
  -41*	-68*	-99*	27	-64*	-78*	-47*	-20*
O=c1[nH]nc(-c2cc(Cl)ccc2Cl)c(=O)[nH]1
  98	104	96	97	94	119	94	93
O=c1c2cc(Cl)cc(Cl)c2[nH]c(=S)n1-c1ccc(S(=O)(=O)Nc2ccc(Cl)nn2)cc1
  101	98	99	94	102	105	102	104
Cc1ccc(C=C2C(Cl)=C(Cl)C(Cl)=C2Cl)cc1
  -94*	-9.6*	-89*	-45*	-45*	-88*	-83*	·
CCC(C)CC(N)O (stereo not given)
  100	·	110	137	130	102	102	128
O=C1Cc2cc(CCN3CCNCC3)c(Cl)cc2N1Cc1ccc(-c2ccccc2-c2nn[nH]n2)cc1
  98	88	98	110	99	95	99	123
COC(=O)C(CCC(=O)O)NC(=O)OCc1ccccc1 (stereo not given)
  107	·	93	93	104	100	97	98
CCOC(=O)c1cn(CCN2CCCC2)c2nc(NCc3ccc(OC)c(OC)c3)nn2c1=O
  97	105	97	96	95	111	·	101
NCc1ccccc1CC(=O)NC1C(=O)N2C(C(=O)O)=C(CSc3nnnn3CC(=O)O)CSC12 (stereo not given)
  99	110	104	106	100	121	112	113
CCCCC[n+]1ccc(SCC(=O)n2ccc3ccccc32)c2ccccc21
  ·	96	84	84	76	99	87	98

Some of the entries so far, with each value named:
SMILES: COC(=O)C(CCC(=O)O)NC(=O)OCc1ccccc1 (stereo not given)
- SK-MEL-5: 107
- HS 578T: ·
- LOX IMVI: 93
- T-47D: 93
- MALME-3M: 104
- SK-MEL-28: 100
- UACC-257: 97
- SK-MEL-2: 98

SMILES: CC12CCCC=C1NC(Br)=C(C#N)C2(C#N)C#N (stereo not given)
- SK-MEL-5: 96
- HS 578T: 94
- LOX IMVI: 90
- T-47D: 78
- MALME-3M: 120
- SK-MEL-28: 91
- UACC-257: 97
- SK-MEL-2: 108

SMILES: Cc1ccc(C=C2C(Cl)=C(Cl)C(Cl)=C2Cl)cc1
- SK-MEL-5: -94*
- HS 578T: -9.6*
- LOX IMVI: -89*
- T-47D: -45*
- MALME-3M: -45*
- SK-MEL-28: -88*
- UACC-257: -83*
- SK-MEL-2: ·

Further records:
Under each structure: SK-MEL-5	HS 578T	LOX IMVI	T-47D	MALME-3M	SK-MEL-28	UACC-257	SK-MEL-2
C[C@H]1C(=O)N(Cc2cccnc2)[C@@H](C)C(=O)N1Cc1cccnc1
  101	114	99	100	100	114	89	88
O=C(Cc1ccc([N+](=O)[O-])cc1)OCC#CCOC(=O)Cc1ccc([N+](=O)[O-])cc1
  97	101	97	100	107	112	92	107
c1ccc2c(c1)NCCN2
  104	109	102	106	122	114	103	103
c1ccc(CNc2ncnc3ccc(-c4cnc5[nH]ncc5c4)cc23)cc1
  88	45	53	18	103	83	95	82
CC1=C(C)C(=O)C(Nc2ccc(C)cc2)=C(Br)C1=O
  94	97	30	16	112	112	94	111
COc1cc(OCc2cccc(-c3ccc(C(O)c4nccs4)cc3)c2C)cc(OC)c1C=O (stereo not given)
  -78*	67	49	·	7.9*	57	13	60
O=C(CCc1nnc(Cn2cnc3nc[nH]c3c2=O)o1)c1nc2ccccc2[nH]1
  100	100	68	82	96	105	114	·
COc1cc(-c2nn(C(=O)NS(=O)(=O)c3cccc(Br)c3)cc2-c2ccncc2)ccc1Cl
  85	68	61	67	66	83	96	97
S=c1nc[nH]c2c1ncn2C1CCCC1
  101	104	99	97	103	113	100	115
NS(=O)(=O)c1ccc(N=C2NC(=O)/C(=C/c3cc4ccccc4nc3Cl)S2)cc1
  104	108	105	105	86	104	95	104
O=c1c2cc3c(cc2nc(C(F)(F)F)n1CCc1c[nH]c2ccccc12)OCO3
  78	82	92	63	86	89	94	97
CCC(CC)O[C@@H]1C=C(C(=O)OC)C[C@H](N)[C@H]1NC(C)=O
  ·	106	99	109	96	128	105	97
O=C1CC(c2nc3ccccc3s2)CN1c1ccc(Cl)cc1 (stereo not given)
  99	98	92	79	90	106	121	99
CC(/C=C1\SC(=S)N(CC(=O)NCC(=O)O)C1=O)=C\c1ccccc1
  102	98	98	103	92	107	104	111
CCN(CC)C(=S)SSC(=S)N(CC)CC
  110&40	111	98&53	87&79	113&61	106&61	70&70	103
O=c1[nH]nc2c(Cc3ccccc3)nc3ccccc3n12
  107	101	100	103	93	108	101	100
Nc1ccc(C(=O)Nc2ccc(NC(=O)c3ccco3)c(O)c2)cc1
  101	145	116	106	120	122	95	96
N#Cc1nn(-c2ccccc2)nc1N1CCOCC1
  100	98	101	79	120	108	104	110
Nc1ccccc1Nc1ccccc1
  95&89	102&89	87&85	84&88	136&117	101&109	115&86	78&133
C[N+]1(Cc2ccc(C[N+]3(C)CCCCCC3)cc2)CCCCCC1
  119	108	93	105	·	120	103	112

The listing continues:
Under each structure: SK-MEL-5	HS 578T	LOX IMVI	T-47D	MALME-3M	SK-MEL-28	UACC-257	SK-MEL-2
O=C(COc1c(Cl)c(Cl)c(Cl)c(Cl)c1Cl)Nc1cccc(Cl)c1
  87	85	88	53	101	109	89	93
CCOc1ccc(NC(=O)c2ccc(NS(C)(=O)=O)c(C)c2)cc1
  100	108	100	93	96	113	·	137
O=C(O)/C=C\C(=O)Nc1ccc2c(c1)Cc1cc(Cl)ccc1-2
  95	77	93	80	97	113	91	93
OCC1(CO)CC=CCC1
  100	115	95	102	90	113	97	128
O=C(O)c1ncc(-c2ccc(C(F)(F)F)cc2)c(NC2CCCCCC2)n1
  98	108	87	86	84	95	96	·
CCC(=O)c1ccc(NC(=S)Nc2ccccc2)cc1
  103	112	103	87	88	103	94	104
COc1cccc(CSC(C(=O)O)c2ccccc2)c1 (stereo not given)
  98	107	105	85	104	117	110	98
CCOC(=O)c1cccc(OCC)c1
  103	114	92	103	96	111	109	·
COC1C(=O)CCC2(CO2)C1(O)C1(C)OC1CCC(C)C (stereo not given)
  65	91	50	81	103	·	40	79
Cc1cc(C)c(O)c(C)c1
  96	90	95	86	103	112	·	110
CCOC(=O)C1=C(C)NC(C)=C(C(=O)OCC)C1c1cn[nH]c1-c1ccc(OCc2ccccc2)cc1
  74	71	82	38	96	86	62	81
COc1ccc(C2=NN(c3ccccc3)C(c3ccc(OC)c(OCc4ccccc4)c3)C2)cc1OC (stereo not given)
  94	98	·	84	93	115	103	94
